# Compound activity from PubChem.
# CRFBP-R2 block: antagonists of CRF-BP/CRF-R2 complex, primary screen, cell-based, HEK293, calcium dye fluorescence, uHTS | CRF-induced calcium fluorescence | inhibition, % at 11.8 µM | 0.59% of 350,000 active | AID 588475, 2011;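 active means inhibition of the ligand-induced calcium signal above about 50% at the single tested concentration, limit read from the data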
# TAAR1 antag: human TAAR1 antagonists, primary screen, Fluo-8 calcium fluorescence, CHO RD-HGA16 cells; Trace amine-associated receptor 1 (Homo sapiens), Q96RJ0; AID 624466, 2012; antagonist; inhibition, % at 3 µM; 1.5% of 360,000 active;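 active means inhibition above a per-plate cutoff, the mean inhibition of test compounds on that plate plus 3 SD, cut at about 49% in these data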;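 further: 0% = DMSO plus EC80 beta-PEA response and 100% = DMSO alone without agonist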
#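 Test system: RD-HGA16 CHO cells with stable hTAAR1 and Gα16 / Probe or stimulus: EC80 β-phenethylamine stimulus / Times: seeding 17-24 h prior, 75-min 37 °C, 30-min RT dye loading / Detection: Fluo-8 calcium-sensitive fluorescence / Read-out basis: % inhibition scaled between DMSO and EC80 PEA controls / Repeats: singlicate, one well per test compound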
# CHRM5 PAM: human M5 muscarinic receptor positive allosteric modulators, primary screen, CHO-K1 cells, Fluo-8 calcium fluorescence | CHO-K1 hM5, ACh EC20 PAM; 0% = ACh EC20, 100% = ACh EC100 | activation, % at 3 µM | 0.3% of 360,000 active;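 active means activation above the run cutoff, the mean activation of all test compounds plus 3 SD, cut at about 18% in these data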
# Target sequence (P08912 whole entry, looked up): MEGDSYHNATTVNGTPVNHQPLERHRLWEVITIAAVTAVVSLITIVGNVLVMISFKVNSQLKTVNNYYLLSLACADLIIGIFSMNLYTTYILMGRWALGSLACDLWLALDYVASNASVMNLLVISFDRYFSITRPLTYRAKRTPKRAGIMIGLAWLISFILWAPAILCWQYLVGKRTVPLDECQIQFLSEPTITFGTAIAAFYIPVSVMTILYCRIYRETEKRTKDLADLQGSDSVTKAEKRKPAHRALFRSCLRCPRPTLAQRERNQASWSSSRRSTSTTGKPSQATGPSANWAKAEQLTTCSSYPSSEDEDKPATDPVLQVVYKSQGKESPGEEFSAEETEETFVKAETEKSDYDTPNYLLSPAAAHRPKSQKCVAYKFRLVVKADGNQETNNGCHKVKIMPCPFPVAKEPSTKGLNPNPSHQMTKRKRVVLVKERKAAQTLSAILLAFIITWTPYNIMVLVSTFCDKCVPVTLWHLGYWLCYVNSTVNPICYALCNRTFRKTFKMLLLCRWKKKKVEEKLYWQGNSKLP
#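 Test system: CHO-K1 hM5 cells / Doses: single-point, 3 µM nominal / Times: Post-acetylcholine fluorescence recording 140 s / Technique: Fluo-8 calcium fluorescence / Measure: Max/basal fluorescence ratio as % of EC20–EC100 ACh window / Benchmarks: low control EC20 acetylcholine (0%), high control EC100 acetylcholine (100%) / Replicates: one well per compound, no replicates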
# M5 ag: human M5 muscarinic receptor agonists, primary screen, CHO-K1 cells, Fluo-8 calcium fluorescence | 0.19% of 360,000 active | Muscarinic acetylcholine receptor M5 (Homo sapiens), P08912 | activation, % at 3 µM | CHO-K1 hM5 cells; 0% DMSO wells, 100% maximal acetylcholine response;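 active means activation above the run's mean over test compounds plus 3 SD, cut at about 23% in these data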;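 further: signal is peak over basal fluorescence ratio across the kinetic read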
# CHRM4 PAM: human M4 muscarinic receptor positive allosteric modulators, primary screen, CHO-K1 cells, Fluo-8 calcium fluorescence; CHO-K1 hM4/Gqi5, ACh EC20; 0% = ACh EC20, 100% = maximal ACh; activation, % at 3 µM; 0.4% of 360,000 active; Muscarinic acetylcholine receptor M4 (Homo sapiens), P08173; AID 624126, 2012;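 active means activation above its plate's cutoff, the mean activation of sample wells plus 3 SD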; further: some results filed as inactive read as strong as hits
# Target sequence (P08173 whole entry, looked up): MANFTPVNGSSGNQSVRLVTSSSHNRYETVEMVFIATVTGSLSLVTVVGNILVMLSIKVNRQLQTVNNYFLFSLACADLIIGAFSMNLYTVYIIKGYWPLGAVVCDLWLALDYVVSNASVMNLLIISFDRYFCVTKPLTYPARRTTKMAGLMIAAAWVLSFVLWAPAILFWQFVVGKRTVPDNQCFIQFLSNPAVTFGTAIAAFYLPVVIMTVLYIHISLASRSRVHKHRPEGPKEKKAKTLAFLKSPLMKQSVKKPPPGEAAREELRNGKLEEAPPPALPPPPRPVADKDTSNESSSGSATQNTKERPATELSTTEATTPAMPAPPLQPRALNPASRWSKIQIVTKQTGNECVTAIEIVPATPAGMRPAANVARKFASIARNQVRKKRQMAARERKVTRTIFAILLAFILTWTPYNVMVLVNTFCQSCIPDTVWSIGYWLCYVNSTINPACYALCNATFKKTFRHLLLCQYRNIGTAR
# CHRM5 antagonist: human M5 muscarinic receptor antagonists, primary screen, CHO cells, Fluo-8 calcium fluorescence | Muscarinic acetylcholine receptor M5 (Homo sapiens), P08912 | CHO-hM5 cells, ACh EC80 | inhibition, % at 3 µM | 0.59% of 360,000 active | AID 624040, 2012;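 active means inhibition above a per-plate cutoff, the mean of that plate's test compounds plus 3 SD, cut at about 27% in these data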;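 further: 0% = acetylcholine EC80 with DMSO and 100% = DMSO without agonist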
# TAAR1 ag: human TAAR1 agonists, primary screen, Fluo-8 calcium fluorescence, CHO RD-HGA16 cells | AID 624467, 2012 | Trace amine-associated receptor 1 (Homo sapiens), Q96RJ0 | activation, % at 3 µM | 0.99% of 360,000 active | vehicle wells 0%, saturating PEA agonist 100%;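 active means activation above the mean activation of all test compounds in the run plus 3 SD, cut at about 38% in these data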
#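 System: CHO-derived RD-HGA16 cells with stable Gα16 and human TAAR1. Times: 17-24 h plating, Fluo-8 75 min 37 °C, 30 min RT. Measured by: calcium-sensitive Fluo-8 signal, excitation 470-495, emission 515-575 nm. Read-out basis: % activation relative to PEA EC100 response. Control set: DMSO and PEA EC100. Repeats: no replicates (n 1).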
# M1 PAM parental: nonselective calcium activators in parental CHO-K1 cells, primary screen, counter-screen for M1 PAM project, cell-based, Fluo-8 calcium fluorescence, full deck, 1536-well; AID 602247, 2012; 0.02% of 360,000 active; ATP EC20; 0% at ATP EC20, 100% at ATP max; activation, % at 3 µM;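 active means activation above the run cutoff, the mean activation of all test compounds plus 3 SD, cut at about 40% in these data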;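 further: peak over basal fluorescence ratio in a 140 s read after ATP addition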
# CRFR2-BP ag: agonists of CRF-BP/CRF-R2 complex, primary screen, cell-based, HEK293, calcium dye fluorescence, uHTS | CRF-binding protein / CRF receptor 2 complex (human) | calcium dye fluorescence (FLIPR); percent of saturating CRF peptide response | activation, % at 13.2 µM | 0.46% of 350,000 active | AID 588473, 2011;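 active means activation of at least 50%, plus an integration ratio under a set limit after plate pattern correction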;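 further: plate controls were neutral control wells without compound for no effect and CRF at EC100 for full effect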
# The depositor's hits bear a star; / = no result given.
SMILES,TAAR1 antag,TAAR1 ag,CHRM5 PAM,CRFR2-BP ag,M1 PAM parental,CRFBP-R2 block,CHRM4 PAM,M5 ag,CHRM5 antagonist
C#CCOCCOCCOCCNc1nc(N2CCN(C(=O)CCCCCCCCCCNC(=O)[C@H](CCCCN)n3cc(C[C@@H](C)CC)nn3)CC2)nc(N2CCN(C(=O)CCCCCCCCCCNC(=O)[C@H](CCCCN)n3cc(C[C@@H](C)CC)nn3)CC2)n1,/,/,1,92*,2,-142,-13,-5,4
CC(=C/c1ccccc1)/C=N/NC(=O)c1nnn(-c2nonc2N)c1CN1CCC(C)CC1,-16,1,2,0.5,2,-11,-5,-2,7
COC(=O)COc1cccc(NC(=O)C(c2ccccc2)c2ccccc2)c1,24,7,-5,-1.9,1,2,-13,-4,15
CC(C)(C)[C@H]1C=C(C(=O)N2CCN(Cc3ccccc3)CC2)O[C@@H](OCc2ccc(CO)cc2)C1,-6,16,2,0.3,3,-4,12,3,11
CCc1ccccc1NC(=O)CCN1C(=O)C2CC=CCC2C1=O (stereo not drawn),-18,1,2,2.2,-5,-11,-5,-4,-7
CCOC(=O)c1oc2ccccc2c1CN1CCN(c2ccccc2)CC1,-5,1,0,-1.5,2,-2,5,-9,-5
O=C(NCCCN1CCCC1=O)c1cccc(S(=O)(=O)Nc2ccccc2Cl)c1,-2,2,11,1.3,9,0,-5,1,2
O=C(OC(C(=O)NCC1CCCO1)c1ccccn1)c1cccs1 (stereo not drawn),-10,3,3,0.2,15,-3,1,-2,-4
COc1ccc2c(c1)c(CC(=O)Nc1ccccc1OC)c(C)n2C(=O)c1ccc(Cl)cc1,17,-1,4,1.5,23,33,7,0,-15
CC(NC(=O)/C(=C\c1cccc([N+](=O)[O-])c1)NC(=O)c1ccco1)C(=O)O (stereo not drawn),4,1,-3,-0.8,17,13,1,2,5
CC(/C=N/NC(=O)c1sc(N)nc1C)=C\c1ccccc1,-14,40*,-6,-0.5,18,-8,6,8,-4
Cc1cc(C(=O)NN)c2cc(Br)ccc2n1,-1,3,-1,-0.5,14,17,7,0,-1
COc1ccc(NC(=O)C(=O)NCCN2CCN(C(=O)c3ccc(C)cc3)CC2)cc1,-26,1,1,-0.8,10,5,4,-2,5
Cc1ccc(Cn2cc(CN3CC(N4CCSCC4)CS3(=O)=O)nn2)cc1 (stereo not drawn),-27,7,-3,/,7,/,12,1,-1
O=C(Cn1cnc([N+](=O)[O-])c1)Nc1ccc(Cl)cc1Cl,-2,2,1,-1.2,14,-6,1,2,13
O=C(Nc1ccccc1C(=O)OCC(=O)c1c[nH]c2ccccc12)c1ccco1,48,6,-16,-2.1,15,-23,-18,-2,20
CC1CCCN(CCCNC(=O)c2ccc(CS(=O)(=O)Cc3cccc(Cl)c3)o2)C1 (stereo not drawn),-13,0,-2,-0.8,15,14,-12,-6,9
Cn1c(SCc2ccccc2C#N)nnc1-c1ccncc1,-9,3,-11,0.0,20,2,-9,-24,9
CCN(CC)C(=O)c1csc([C@H]2C[C@H](O)[C@@H](CO)O2)n1,-5,1,2,/,7,/,3,0,-1
C[C@@H]1CN([C@H](C)CO)C(=O)c2c(c3ccccc3n2C)-c2ccccc2CO[C@H]1CN(C)C(=O)NC1CCCCC1,-22,2,-5,0.2,6,-13,0,-1,3

# Ordered by count of non-hydrogen atoms (ascending): part of the list above
SMILES,TAAR1 antag,TAAR1 ag,CHRM5 PAM,CRFR2-BP ag,M1 PAM parental,CRFBP-R2 block,CHRM4 PAM,M5 ag,CHRM5 antagonist
Cn1c(SCc2ccccc2C#N)nnc1-c1ccncc1,-9,3,-11,0.0,20,2,-9,-24,9
CCc1ccccc1NC(=O)CCN1C(=O)C2CC=CCC2C1=O (stereo not drawn),-18,1,2,2.2,-5,-11,-5,-4,-7
COc1ccc2c(c1)c(CC(=O)Nc1ccccc1OC)c(C)n2C(=O)c1ccc(Cl)cc1,17,-1,4,1.5,23,33,7,0,-15

# (cont.)
SMILES,TAAR1 antag,TAAR1 ag,CHRM5 PAM,CRFR2-BP ag,M1 PAM parental,CRFBP-R2 block,CHRM4 PAM,M5 ag,CHRM5 antagonist
COC(=O)c1cc(C#N)c(Oc2ccccc2OC)nc1C,9,9,0,-4.3,20,-8,8,-9,-3
COc1cc(OC)c(C(=O)OCC(=O)NCC2CCCCC2)cc1OC,-4,0,-1,-1.5,7,7,1,3,0
Cc1cccc2cc(CN(CCCO)C(=O)Nc3cccc(Cl)c3)c(=O)[nH]c12,28,10,-11,0.1,4,-4,2,1,3
Cn1/c(=N\NC(=O)C2CCCCC2)sc2ccccc21,4,1,12,-1.8,0,6,7,-1,5
COc1ccc(NC(=O)Cn2c(CCC(=O)O)ccc2-c2ccccc2)cc1,2,6,6,-0.9,-7,14,2,0,-11
CN1CCC(N(CCc2ccccc2)C(=O)CCC(=O)O)CC1,-4,1,3,3.4,17,-3,10,0,-18
CC1CCCC(C)N1CC(O)Cn1c2ccccc2c2ccccc21 (stereo not drawn),3,1,-4,13,24,-9,-7,-18,10
CN(C(=O)COC(=O)c1cc2c(s1)CCCCC2)C1CCS(=O)(=O)C1 (stereo not drawn),-16,4,-7,2.1,19,3,0,-6,19
CN(C)C(=O)CCc1ccc2c3c([nH]c2c1)[C@]1(C)[C@@H](C(=O)N2CCOCC2)C[C@H](CC(=O)NCCC2=CCCCC2)C(=O)N1CC3,-5,1,-6,-2.9,12,-8,4,-1,12
Cc1ccc(C)c(N2CCN(C(=O)Cc3c(C(=O)O)[nH]c4ccc(Cl)cc34)CC2)c1,-24,2,1,-1.4,16,15,-6,-9,6
N#C/C(=C\c1c(N2CCCCC2)nc2ccccn2c1=O)S(=O)(=O)c1ccccc1,22,11,-7,1.9,-3,7,-16,0,7
COc1ccc2c(c1)c(C(=O)N/N=C/c1ccccc1Cl)c(C)n2C,-1,1,2,1.0,16,-14,12,5,11
CCOC(=O)c1ccccc1NC(=O)C1COc2ccccc2O1 (stereo not drawn),18,6,-7,1.1,11,22,2,-4,0
Cc1ccc(NC(=O)CCS(=O)(=O)c2cccc3nonc23)cc1,-24,0,0,-0.2,7,0,-1,-1,3
CCOC(=O)c1sc2nc(CC(=O)OC)nc(NCCN(CC)CC)c2c1C,1,2,3,9.1,10,4,-3,-3,-1
COc1ccc(CC2(CO)CCN(Cc3cccnc3)CC2)cc1,12,5,-9,-1.3,-2,4,0,-3,19
CC(=O)OCC1(O)CC23CCC4c5ccoc5CCC4(C)C2CCC1C3 (stereo not drawn),14,-2,0,4.1,18,-13,-9,1,1
COC(=O)c1ccc(N2CCOCC2)c(NC(=O)c2cc3ccccc3o2)c1,-11,9,-2,-0.4,-7,5,5,3,12
Cc1ccc(S(=O)(=O)N2CCCCC2)cc1NC(=O)CN1C(=O)c2ccccc2S1(=O)=O,8,12,-8,-0.8,6,-1,8,1,0
O=C(NCc1cccnc1)Nc1ccc(Cl)c(Cl)c1,-5,16,-2,2.8,11,-10,-2,4,1
CCN(CC)c1nc(NNC(=O)c2ccccc2)nc(N(CC)CC)n1,-6,10,10,0.3,-8,-27,5,1,0
COc1ccc(NC(=O)CSc2nnc(NC(=O)C3CC3)s2)cc1OC,-11,1,4,-0.5,16,2,3,-1,-4
NC(=O)c1ccc(=O)n(Cc2ccc(F)c(F)c2)c1,-13,7,-6,9.0,-1,28,1,0,7
O=C(CN1C(=O)c2ccccc2S1(=O)=O)Nc1cccc(S(=O)(=O)N2CCCCC2)c1,-11,9,-14,0.4,5,-4,1,2,9
Cn1c(=O)n(C)c2cc([N+](=O)[O-])c(N3CCN(C(=O)c4cccc(F)c4)CC3)cc21,-10,5,-8,-3.3,10,7,-4,1,14
O=C(Nc1nnc(S(=O)(=O)N2CCOCC2)s1)c1cccc(Br)c1,23,7,-3,0.5,17,1,2,3,-6
CCN(CC)S(=O)(=O)c1ccc(N2CC(C(=O)Nc3cccc(C(=O)NC4CC4)c3)CC2=O)cc1 (stereo not drawn),-17,17,-26,1.4,-18,-9,15,-4,10
O=C(NNC(=O)c1ccc(S(=O)(=O)N2CCCC2)cc1)c1ccc(Br)cc1,-21,4,1,0.6,-3,-7,2,0,-7
CCOC(=O)CN(C(=O)CSc1nnc2c(n1)[nH]c1ccc(OC)cc12)c1ccc(F)cc1,17,13,-2,-0.7,6,14,23,-1,-4
CCn1c(C)[n+](CC)c2ccc(S(=O)(=O)NC)cc21,6,1,6,-0.2,-1,-3,-9,3,1
COc1ccc(OC)c(-c2nn(-c3ccccc3)cc2C(=O)N2CCc3ccccc3C2)c1,22,1,-6,0.8,-11,8,7,0,5
Cc1cccc(NC(=O)C2CCN(S(=O)(=O)c3ccc(Cl)cc3)CC2)n1,5,3,-4,-1.2,-26,10,8,2,3
O=C(CC1S/C(=N\S(=O)(=O)c2ccccc2)N(c2ccccc2)C1=O)Nc1ccc(F)cc1 (stereo not drawn),-24,4,-1,1.1,0,-12,5,0,8
C=CCNCC(=O)Nc1ccccc1SCC(=O)Nc1ccsc1C(=O)OC,-5,5,-2,1.7,28,-6,-6,0,-1
CC(NC(N)=O)C(=O)OCc1ccc(Cl)cc1Cl (stereo not drawn),7,4,-18,0.2,9,-1,-4,-6,2
O=S(=O)(Nn1c(O)c(C=C2N=c3ccccc3=N2)sc1=S)c1ccccc1,2,-1,-8,0.9,-24,30,-7,0,3
Cc1ccc(N2CCN(S(=O)(=O)c3ccc4c(c3)NC(=O)C(C)C(=O)N4)CC2C)cc1 (stereo not drawn),-36,1,-3,2.7,13,21,8,-3,-6
C=CCOc1ccc(C=CC(=O)c2c(O)c(OC)c(OC)c(OC)c2OC)cc1,69*,2,-4,-3.1,14,6,-7,-4,22
COC1C(OC(=O)/C=C/C=C/C=C/C=C/C(=O)O)CCC2(CO2)C1C1(C)OC1CC=C(C)C (stereo not drawn) (tested in a mixture with another compound),-15,0,-5,3.8,23,-10,3,-1,8
CC(=O)/C(CN1CCCCC1)=N\O,-4,2,7,0.4,15,10,6,-1,-4
O=C(c1ccc2c(c1)N(Cc1ccccc1)C(=O)CS2)N1CCOCC1,5,2,2,3.2,-1,1,2,-1,-15
